Screening data from PubChem.
ANO1 activ: activators or potentiators of mouse TMEM16A chloride channel; Q8BHY3; HEK293 TMEM16A/YFP-H148Q/I152L, iodide quench fluorescence; active compounds read low; B-score at 10 µM; 340,000 tested, 0.3% active;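 active means fluorescence-ratio B-score plate-corrected deviation score at least 3 library SD below zero, with starting fluorescence score within 5 deviations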;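 further: channel opened by trigger with iodide after compound preincubation; score built on the fluorescence ratio of max minus min over baseline; more negative score means more quench and so TMEM16A activation or potentiation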
TRPC6 activator: mouse TRPC6 channel activation. HEK293-TRPC6 membrane potential dye fluorescence; active compounds read high. B-score at 10 µM. 310,000 tested, 0.13% active;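 active means B-score of the integrated fluorescence ratio above library mean plus 3 SD, and starting fluorescence ratio within library mean plus 5 SD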;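 further: higher score means more depolarization so channel activation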
RGS4 inh: human RGS4 inhibition | P49798 | HEK293 M3R/RGS4 inducible, Fluo-4 calcium flux; active compounds read high; triggered by carbachol at its EC20 | 310,000 tested, 0.45% active | B-score at 10 µM;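 active means B-score, a plate-corrected calcium signal, over three deviations above library mean, with baseline fluorescence within five deviations of library mean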;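 further: RGS4 expression induced by doxycycline in cells with stable M3 receptor; B-score is computed from the integrated fluorescence ratio over baseline after carbachol; higher B-score means a larger calcium signal and so more RGS4 inhibition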
Target sequence (P49798 whole entry, looked up): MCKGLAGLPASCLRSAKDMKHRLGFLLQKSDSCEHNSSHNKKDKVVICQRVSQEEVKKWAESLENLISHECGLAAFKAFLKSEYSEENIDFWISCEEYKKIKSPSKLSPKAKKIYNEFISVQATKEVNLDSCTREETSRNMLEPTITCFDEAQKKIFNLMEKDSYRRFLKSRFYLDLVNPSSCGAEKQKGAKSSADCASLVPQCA
MrgX1 agonist: activates human MrgX1 receptor signaling | Q96LB2 | MrgX1-HEK293 cells, Fluo-4 calcium fluorescence, agonist mode; active compounds read high | B-score at 10 µM | 310,000 tested, 0.44% active | AID 588627;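 active means calcium response B-score plate-corrected fluorescence ratio at least 3 library SD, with starting fluorescence B-score inside 5 SD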
Target sequence (Q96LB2 whole entry, looked up): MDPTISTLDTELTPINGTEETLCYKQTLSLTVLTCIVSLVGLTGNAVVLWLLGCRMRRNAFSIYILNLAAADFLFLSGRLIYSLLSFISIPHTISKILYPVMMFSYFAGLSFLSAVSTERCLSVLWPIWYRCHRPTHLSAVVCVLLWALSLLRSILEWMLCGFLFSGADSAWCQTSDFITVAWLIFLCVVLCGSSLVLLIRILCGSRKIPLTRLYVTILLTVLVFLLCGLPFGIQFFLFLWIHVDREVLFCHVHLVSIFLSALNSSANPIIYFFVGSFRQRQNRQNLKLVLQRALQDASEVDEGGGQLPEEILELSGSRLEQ
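Material – MrgX1-expressing HEK293 cells · Input – 15,000 cells seeded per well · Dosing – compound as first of three additions · Times – overnight seeding, then 1 h dark dye loading · Measured by – kinetic Fluo-4 NW fluorescence of intracellular calcium · Read-out – B-scored fluorescence response ratio · Benchmarks – positive and negative control wells on each plate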
MrgX1 antag: human MrgX1 receptor antagonism, primary screen | AID 588676 | Q96LB2 | B-score at 10 µM | 310,000 tested, 1.3% active | MRGX1-HEK293 calcium flux, Fluo-4, BAM8-22 antagonism; active compounds read low;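 active means calcium-response B-score plate-corrected more than 3 library SD below zero, starting fluorescence within 5 deviations, no agonist response on first addition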;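 further: peak minus trough fluorescence over baseline after final BAM8-22 challenge near maximal dose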
SKKanGAS inh: SKKanGAS growth inhibition; inhibition, % at 7.5 µM; 300,000 tested, 1.3% active; S. pyogenes SKKanGAS, kanamycin growth, BacTiter-Glo, 6 h;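 active means mean replicate score, as percent of positive control median, at least 50; inconclusive means mean below 50 but one replicate at or above 50; inactive means mean and every replicate below 50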;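 further: strain carries kanamycin resistance gene driven by streptokinase promoter and grows in 40 µg/ml kanamycin; loss of luminescence reflects streptokinase promoter inhibition or plain growth inhibition; 0% = median of DMSO wells and 100% = positive control at its reference dose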
TRPC6 inh: inhibitors of mouse TRPC6 channel. Q61143. HEK293-TRPC6, membrane potential dye, ACh-evoked depolarization; active compounds read low. B-score at 10 µM. 310,000 tested, 1.1% active. AID 2553;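 active means B-score under library mean minus 3 SD, initial fluorescence not abnormally high, positive integrated signal ratio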;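 further: B-score derived from integrated fluorescence ratio over the kinetic read; more negative B-score means stronger inhibition of depolarization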
RGS4 pot: RGS4 potentiation or activation; HEK293 M3R/inducible RGS4, carbachol calcium flux Fluo4; active compounds read low; B-score at 10 µM; 310,000 tested, 0.92% active; AID 463111;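 active means B-score of the integrated calcium signal more than 4 SD below the library mean, with starting fluorescence not abnormally high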;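 further: negative B-score means reduced calcium response which marks RGS4 activation or potentiation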
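test system = HEK293 cells with stable M3R and inducible RGS4 | schedule = recording 10 s baseline at 1 Hz, 100 s post-agonist | technique = Fluo4-AM (2 µM) calcium-flux fluorescence, kinetic read | measure = Agonist-evoked peak-minus-minimum fluorescence over baseline, integrated ratio, B score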
HDAC3 inhib: human HDAC3 inhibition; O15379; recombinant HDAC3, fluorogenic peptide/trypsin coupled, fluorescence; inhibition, % at 8.3 µM; 320,000 tested, 0.15% active; AID 2718; in the data active means inhibition above about 26%, passing the limit was not always enough; inconclusive means no clear call, values can overlap the other calls
Target sequence (O15379 whole entry, looked up): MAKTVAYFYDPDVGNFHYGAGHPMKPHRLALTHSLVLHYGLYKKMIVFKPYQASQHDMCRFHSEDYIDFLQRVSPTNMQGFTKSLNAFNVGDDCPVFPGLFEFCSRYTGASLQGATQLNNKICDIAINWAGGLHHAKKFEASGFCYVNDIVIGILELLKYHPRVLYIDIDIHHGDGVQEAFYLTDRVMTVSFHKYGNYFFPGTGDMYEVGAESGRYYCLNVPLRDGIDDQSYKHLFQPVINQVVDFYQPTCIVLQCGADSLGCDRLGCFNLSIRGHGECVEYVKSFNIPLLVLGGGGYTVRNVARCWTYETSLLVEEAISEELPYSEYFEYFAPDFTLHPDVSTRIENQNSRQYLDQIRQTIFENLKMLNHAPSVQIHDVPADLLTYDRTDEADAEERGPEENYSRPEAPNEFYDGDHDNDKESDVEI
ANO1 block: blocks the mouse calcium-activated chloride channel TMEM16A; Q8BHY3; AID 588511; 310,000 tested, 1.2% active; HEK293 TMEM16A/YFP iodide influx fluorescence, ionomycin; normalized B-score (activity score, 25-100; higher = stronger inhibition) at 10 µM;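 active means ratio plate-corrected score three or more library SD toward inhibition, starting fluorescence score within five deviations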;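 further: score derived from kinetic fluorescence span divided by baseline fluorescence per well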
MrgX1 PAM: allosterically activates human MrgX1 receptor signaling; 310,000 tested, 0.63% active; B-score at 10 µM; Q96LB2; MrgX1-HEK293, Fluo-4 calcium flux, FDSS; active compounds read high;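 active means plate-corrected calcium response at least 3 library SD above typical, normal starting fluorescence, not activating the receptor alone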;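 further: compound read alongside a low EC10 to EC30 dose of BAM8-22 agonist; peak minus trough fluorescence over baseline measured at the second addition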
Starred values were filed as active, the others as inactive; i = inactive; ? = inconclusive; / = not tested or not shown. Rows are unselected; 6.7% or so of the library scored in one or more.

SMILES	ANO1 activ	TRPC6 activator	RGS4 inh	MrgX1 agonist	MrgX1 antag	SKKanGAS inh	TRPC6 inh	RGS4 pot	HDAC3 inhib	ANO1 block	MrgX1 PAM
Cc1ccccc1NC(=O)c1ccc(OCC(=O)Nc2ccccc2F)cc1	i	i	i	i	i	-0.4	i	i	5.2	i	i
CC1CC(O)C(C)CN1 (centres undefined)	i	i	i	/	/	6.1	i	i	/	/	/
COC(=O)c1cc(NC(=O)C2CC(=O)NC(=NCc3ccc(OC)cc3)S2)cc(C(=O)OC)c1 (centres undefined)	i	i	i	i	i	-12.7	i	i	-10.7	i	i
CC(=O)c1ccc(NC(=O)C(C)Sc2nnnn2C)cc1 (centres undefined)	i	i	i	i	i	25.2	i	i	-1.4	i	i
Cc1cccc(NC(=O)CCSc2nc(C)cc(C)n2)c1	i	i	i	i	i	-4.5	i	i	4.7	i	i
OCCC1CN(Cc2cnc(-c3ccccc3)s2)CCN1C1CCCC1 (centres undefined)	i	i	i	i	i	2.2	i	i	-2.9	i	i
COc1ccc2c(c1)CCC1C2=NN(/C(C)=C/C(C)=O)C1c1cccc(F)c1 (centres undefined)	i	i	i	i	i	14.5	i	i	-3.0	i	i
Cn1nnnc1SCc1cccc(CSc2nnnn2C)n1	i	i	i	i	i	-7.5	i	i	4.0	i	i
Cn1cccc1C(=O)c1ccc(Cl)cc1Cl	/	i	i	i	i	8.6	i	i	1.6	i	i
COc1ccc(CC(NC(C)=O)C(=O)NC2CCN(c3c(Cc4ccccc4)c(C)nc4ncnn34)CC2)cc1OC (centres undefined)	/	i	i	i	i	-1.0	i	i	/	i	i
N#Cc1c(N2CCCCC2)nc(N)c2c(N)nc3c(c12)CC(c1ccccc1)O3 (centres undefined)	i	i	i	i	i	20.4	i	i	-6.5	i	i
Cc1cc(NC(=O)CCCn2nc(C)c([N+](=O)[O-])c2C)no1	i	i	i	i	i	0.3	i	i	-9.9	i	i
CCOc1cc(/C=N/NC(N)=O)cc(Br)c1OCc1ccccc1F	i	i	i	i	i	1.2	i	i	-1.0	i	i
Cc1cccc(C(=O)Nc2ccc(C(=O)Nc3ccc(O)cc3)cc2)c1	i	i	i	i	i	-0.3	i	i	-14.8	i	i
CC(C)Cn1cnc2c1c(=O)[nH]c(=O)n2Cc1ccccc1	i	i	i	i	i	3.3	i	i	-5.1	i	i
COc1cc(NC(=O)COC(=O)CO/N=C(\C)c2ccc3c(c2)OCO3)cc(OC)c1OC	i	i	i	i	i	-12.7	i	i	-1.4	i	i
CCC(CC)C(=O)Nc1cccc(C(=O)Nc2ccc(S(N)(=O)=O)cc2)c1	i	i	i	i	i	20.7	i	i	9.5	i	i
FC(F)(F)c1ccccc1NC(=S)N1CCCCCC1	i	i	i	i	i	/	i	i	-0.4	i	i
Cc1ccn2c(=O)nc(SCC(=O)N3CCC(Cc4ccccc4)CC3)nc2c1	i	i	i	i	i	-9.1	i	i	2.0	i	i
CN1CCN(Cc2ccc(OCc3ccccc3)cc2)CC1	i	i	i	i	i	-14.9	i	i	0.4	i	i
Cc1oc(-c2ccc(Cl)cc2)cc1C(=O)O	i	i	i	i	i	-5.2	i	i	-0.4	i	i
O=c1c([N+](=O)[O-])cc(C(F)(F)F)cn1Cc1c(Cl)cccc1Cl	i	i	i	i	i	19.4	i	i	-4.6	i	i
NC(=O)COc1ccc(C2c3c(oc4ccccc4c3=O)C(=O)N2CC2CCCO2)cc1 (centres undefined)	i	i	i	i	i	-1.5	i	i	-1.0	i	i
COc1ccc(C(=O)NC(=S)Nc2ccc3oc(=O)ccc3c2)cc1	i	i	i	i	i	0.8	i	i	-3.9	i	i
O=C(Nc1ccccc1Cl)c1ccc(=O)[nH]n1	i	i	i	i	i	-2.1	i	i	-6.4	i	i
Cc1ccc(NC(=O)C(=O)Nc2ccccn2)cc1	i	i	i	i	i	-11.3	i	i	7.7	i	i
COC(=O)C1=C(C)NC(=O)/C1=C\c1cc(C)n(-c2cccc(C)c2)c1C	i	i	i	i	i	10.6	i	i	6.6	i	i
COc1ccc(/C=C/C(=O)Nc2ccc(-c3nnc4n3CCCCC4)cc2)c(OC)c1	i	i	i	i	i	3.5	i	i	4.5	i	i
COc1cc([N+](=O)[O-])ccc1NC(=O)Cn1ccsc1=N	i	i	i	i	i	1.0	i	i	2.0	i	i
Cc1ccc(Cn2c(CCNc3nc(-c4ccc(Cl)c([N+](=O)[O-])c4)cs3)nc3cc(C(=O)NCCCO)ccc32)cc1	i	i	i	i	i	26.2	i	i	2.2	i	i
CCCCCN(C(=O)CCC(=O)OCC(=O)N1C(C)CCCC1C)c1c(N)n(CCCC)c(=O)[nH]c1=O (centres undefined)	i	i	i	i	i	-3.4	i	i	0.2	i	i
CC(=O)Nc1cccc(/C(C)=N/Nc2nc3ccccc3s2)c1	i	i	i	i	i	7.5	i	i	10.9	i	i
COc1ccccc1/C=C/C=N/NC(=O)Cc1cccn1C	i	i	i	i	i	12.0	i	i	1.5	i	i
Oc1nc(Nc2ccccc2)sc1/C=C1\C=Nc2ccccc21	i	i	i	i	i	53.9*	i	i	0.8	i	i
Cc1cc(NC(=O)CSc2nnc(N)s2)c([N+](=O)[O-])cc1C	i	i	i	i	-7.05*	/	i	i	2.1	i	i
CCOC(=O)N1CCC(NC(=O)Cn2cc3c(n2)CCCC3)CC1	i	i	i	i	i	-2.8	i	i	-5.7	i	i
CC(=O)c1sc(NC(=O)CS(=O)(=O)c2ccccc2)nc1-c1ccccc1	i	i	i	i	i	-2.9	i	i	5.7	i	i
O=C(c1c(F)cccc1F)N1CCCc2ccccc21	i	i	i	i	i	3.0	i	i	-5.7	i	i
COc1ccc(COC(=O)c2ccc(S(=O)(=O)N3CCC(C)CC3)cc2)cc1	i	i	i	i	-6.79*	-2.0	i	i	-2.0	i	i
O=C(O)c1cccc(Cn2c(Cl)c(/C=N/NC(=O)c3ccccc3Cl)sc2=O)c1	i	i	i	i	i	3.3	i	i	8.1	i	i
O=c1c2cnn(-c3ccccc3)c2ncn1Cc1cccc(Cl)c1	i	/	/	i	i	/	/	/	4.8	i	i
Cc1ccc(C(=O)NC(C)c2ccc(F)cc2)cc1 (centres undefined)	i	i	i	i	i	-3.5	i	i	-7.0	i	i
CCOC(=O)N1CCN(c2c(NCc3ccc(F)cc3)c(=O)c2=O)CC1	i	i	i	i	i	4.2	i	i	3.9	i	i
O=C(Cn1c(Cc2ccccc2)nc2ccccc21)NCc1ccc2c(c1)OCO2	i	i	i	i	i	-6.4	i	i	-2.4	i	i
COc1cccc(C(=O)NC2CC3CCCC(C2)N3CC(=O)Nc2ccccc2C(F)(F)F)c1 (centres undefined)	i	i	i	i	i	4.8	i	i	3.0	i	i
Cc1cc(NC(=O)CS(=O)(=O)c2ccc(F)cc2)no1	i	i	i	i	i	-1.0	i	i	-1.3	i	i
CCOC(=O)N1CCN(C(=O)C2CCCN(S(C)(=O)=O)C2)CC1 (centres undefined)	i	i	i	i	i	10.0	i	i	/	i	i
CCCOc1ccc2oc(=O)c3c(c2c1)CCCN3C(=O)CN1CCN(C(=O)c2ccco2)CC1	/	i	i	i	i	-10.6	i	i	-1.6	i	i
O=C(CCSc1nnc(-c2ccccc2)o1)N1CCOCC1	i	i	i	i	i	14.2	i	i	2.1	i	i
CCOc1ccc(NC(=O)N2CCC(n3nnc4cc(C)ccc43)CC2)cc1	i	i	i	i	i	-7.9	i	i	-1.2	i	i

(more compounds)
SMILES	ANO1 activ	TRPC6 activator	RGS4 inh	MrgX1 agonist	MrgX1 antag	SKKanGAS inh	TRPC6 inh	RGS4 pot	HDAC3 inhib	ANO1 block	MrgX1 PAM
COc1ccccc1NC(=O)CN1C(=O)C2(OCCCO2)c2ccccc21	i	i	i	i	i	-2.6	i	i	5.4	i	i
COc1cccc(C(=O)NNC2=CC(=O)CC(C)(C)C2)c1	i	i	i	i	i	-2.1	i	i	3.0	i	i
CCOc1ccccc1NC(=O)C1C2CCC3C(CCC21)C3(Cl)Cl (centres undefined)	i	i	i	i	i	4.3	i	-7.87*	4.4	i	i
N#Cc1ccccc1OCCOCCNC1CCCC1	i	i	i	i	i	1.8	i	i	-7.1	i	i
Clc1ccc(Cl)c(-c2nn3c(Cn4cnc5ccccc54)nnc3s2)c1	i	i	i	i	i	8.2	i	i	1.3	i	i
CCOc1ccccc1NC(=O)NCc1ccccc1	i	i	i	i	i	-9.4	i	i	-1.2	i	i
CC1CN(c2ccc(S(=O)(=O)N3CCOCC3)cn2)CC(C)O1 (centres undefined)	i	i	i	i	i	/	i	i	3.9	i	i
Cc1cc(C)nc(NC(=O)c2cccc([N+](=O)[O-])c2C)n1	i	i	i	i	i	-7.9	i	i	?	i	i
Cc1cccc(NC(=O)C2CCN(c3nc(C)cc(C)n3)CC2)c1	i	i	i	i	i	-1.2	i	i	-1.6	i	i
CC1CCN(C(=O)COc2cccc3c2CCN(C)C3=O)CC1	i	i	i	i	i	-0.4	i	i	5.0	i	i
CNC(=O)NC(=O)CSc1nc2sccc2c(=O)n1-c1ccccc1	i	i	i	i	i	0.9	i	i	-6.3	i	i
COc1cc(NC(=O)[C@@H]2CCCN(S(=O)(=O)c3cccc4cccnc34)C2)cc(OC)c1OC	i	/	/	i	i	/	/	/	4.0	25*	i
CCCCCCn1c(C)nc2c(c1=O)c1nc3ccccc3nc1n2/N=C/c1ccco1	i	i	i	i	i	29.4	i	i	-1.5	i	i
COc1cccc(S(=O)(=O)Nc2ccc(C(=O)N3CCOCC3)cc2)c1	i	i	i	i	i	-15.8	i	i	-3.3	i	i
O=C(N/N=C/c1cccc(OCc2ccccc2)c1)c1ccc(Br)cc1	i	i	i	i	i	12.0	i	i	-1.6	i	i
Cc1onc(-c2c(Cl)cccc2Cl)c1C(=O)N/N=C(\N)COc1ccc(Cl)cc1	i	i	i	i	i	10.9	i	i	4.2	i	i
CC(=O)Nc1cccc(NC(=O)c2ccccc2OCc2ccccc2)c1	i	i	i	i	i	1.4	i	i	8.0	i	i
COc1ccc2nc(SCC(=O)Nc3c(C)cc(C)cc3C)[nH]c2c1	i	i	i	i	i	-6.0	i	i	-1.4	i	i
O=C(NNC(=S)NCc1ccco1)C(c1ccccc1)c1ccccc1	i	i	i	i	i	12.9	i	i	-1.7	i	i
Cc1cccc(NC(=S)NC2CC3CCC(C2)N3Cc2ccco2)c1C (centres undefined)	i	i	i	i	i	1.5	i	i	-4.0	i	i
